Screens deposited in PubChem BioAssay by National Center for Advancing Translational Sciences (NCATS).
NPC1 prom act: NPC1 promoter activation. Huh7 NPC1 promoter luciferase reporter, 24 h. Potency, µM (top dose mostly 9.22 µM), inactives show top-dose activation, actives largely listed as activators. hit rate 2.4% among 320,000;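 further: potency means the concentration at half of the fitted maximal effect; % of control where 0% means no effect; nearly all actives have a fitted effect of over 60% in size; reporter is driven by a mutant NPC1 promoter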
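NPC1 promoter–luciferase Huh7 cells; 24 h compound; luminescence.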
uPA surface inh: cell surface uPA generation inhibition; hit rate 0.31% among 330,000; Potency, µM (top dose mostly 38.3 µM), for the others: at the highest dose activity change, negative = inhibition, hits mostly inhibitors; cell surface uPA generation assay, qHTS; active means well fitted inhibition curve with a large enough effect; inconclusive means small, poorly fitted or top-dose-only effect; inactive means no such curve, though single readings can be large or run the other way; tested in mouse RAW 264.7 cells; further: potency means the concentration at half of the fitted maximal effect; on the % scale 0 is the no-effect control and ±100 the full control effect; nearly all actives have a fitted effect of over 55% in size
Giardia kill: Giardia lamblia killing. Giardia lamblia trophozoite viability. activity change, % at 7.66 µM, hits read low. hit rate 0.15% among 340,000. AID 540267; in the data active means activity change below about -80%; inconclusive means between about -30% and that limit;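 further: parasites exposed to compound for two days anaerobically before the ATP read; on the % scale 0 is the no-effect control and ±100 the full control effect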
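Trophozoite viability was measured as ATP-dependent luminescence, read 15-30 min after reagent addition. Before that, parasites at 100 cells/well were exposed to compounds for 48 h, anaerobically, at 37 deg C.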
Gal4-VP16 FLuc: inhibits Gal4-VP16 luciferase reporter, ROR gamma counter-screen; Drosophila S2 Gal4-VP16 UAS-luciferase, luminescence, 20 h; hit rate 3.5% among 310,000; Potency, µM (doses to about 53.6 µM), for the others: at the top dose activity, negative = inhibition, hits mostly inhibitors; AID 2546;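 further: Gal4-VP16 expression switched on by copper sulfate through the metallothionein promoter; potency means the concentration at half of the fitted maximal effect; on the % scale 0 is the no-effect control and ±100 the full control effect; nearly all actives have a fitted effect of over 50% in size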
KCNH2 3.1 block: KCNH2 3.1 (human) potassium channel inhibition; activity change, % (tested at about 1.8 µM); hit rate 0.95% among 340,000; U2OS KCNH2 3.1, thallium flux FluxOr; hits give low values;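 active means maximum activity change below -70%; inconclusive means maximum activity change from -70% to -50%; inactive means maximum activity change above -50%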;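 further: thallium influx rate constant from kinetic fluorescence after stimulation buffer; on the % scale 0 is the no-effect control and ±100 the full control effect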
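Channel expression came from 3.1 mutant virus (1.77 x 10^8 /mL) applied to suspended U2OS cells for 4 h. Flux was tracked with FluxOr dye plus Red40 quencher, and kinetic rate constants normalized to controls.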
ELG1 genotox: inducers of genotoxicity in HEK293T ELG1-luciferase cells; hit rate 1.3% among 330,000; Potency, µM (series often up to 46 µM), for inactives: at the top dose activity change, positive = activation, most hits filed as activators; HEK293T ELG1-luciferase reporter, luminescence, 16 h; further: potency means the concentration at half of the fitted maximal effect; % of control where 0% means no effect; nearly all actives have a fitted effect of over 60% in size
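HEK293T cells expressing luciferase-tagged ELG1 were treated with compound or DMSO for 16 hr at 37°C. Luciferase activity was then read after 30 min with ONE-Glo at room temperature; rising signal flags genetic stress.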
Rab9 promoter act: activators of Rab9 promoter; Huh7 Rab9 promoter-luciferase reporter, luminescence, 24 h; Potency, µM (top dose mostly 9.22 µM), for the others: at the highest dose activation, negative = inhibition, hits mostly activators; hit rate 2.8% among 320,000; further: potency means the concentration at half of the fitted maximal effect; % of control where 0% means no effect; nearly all actives have a fitted effect of over 60% in size
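Huh7 cells stably carrying a Rab9 promoter-luciferase reporter, 1500 cells per well in OP-MEM I with 10% FBS, treated with compound 24 hours at 37C. Luciferase activity read by luminescence after 10 minutes with Amplite reagent.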
RORgamma inh: inhibitors of mouse ROR gamma transcriptional activity; Drosophila S2 Gal4-RORgamma UAS-luciferase reporter, 20 h; Potency, µM (highest dose often 53.6 µM), inactives show at the highest dose activity change, negative = inhibition, hits mostly inhibitors; hit rate 5.4% among 310,000; AID 2551; further: potency means the concentration at half of the fitted maximal effect; on the % scale 0 is the no-effect control and ±100 the full control effect; nearly all actives have a fitted effect of over 60% in size
Target sequence (P51450 whole entry, looked up, the tested form may be a part): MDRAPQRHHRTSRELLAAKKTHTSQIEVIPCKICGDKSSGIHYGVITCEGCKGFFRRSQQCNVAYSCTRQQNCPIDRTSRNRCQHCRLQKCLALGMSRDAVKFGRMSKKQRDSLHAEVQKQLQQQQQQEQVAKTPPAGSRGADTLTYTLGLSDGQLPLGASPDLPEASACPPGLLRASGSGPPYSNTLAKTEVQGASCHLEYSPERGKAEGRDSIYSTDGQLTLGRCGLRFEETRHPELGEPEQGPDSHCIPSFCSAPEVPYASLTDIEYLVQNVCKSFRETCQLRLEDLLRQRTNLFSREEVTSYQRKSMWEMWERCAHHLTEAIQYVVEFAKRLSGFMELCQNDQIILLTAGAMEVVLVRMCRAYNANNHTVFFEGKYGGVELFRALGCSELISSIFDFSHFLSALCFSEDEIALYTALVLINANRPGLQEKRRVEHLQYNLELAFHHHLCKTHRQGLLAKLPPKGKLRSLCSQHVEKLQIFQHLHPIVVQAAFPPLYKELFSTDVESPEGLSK
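In this cell-based reporter format, copper sulfate (700 uM final) drives Gal4–ROR gamma fusion expression from a metallothionein promoter in Drosophila Schneider cells; compounds preincubated 1 hr, reporter read after 20 hr at ambient temperature.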
Tb PFK inh: inhibitors of T. brucei phosphofructokinase; T. brucei PFK, ADP-Glo luminescence; Potency, µM (highest dose often 57.5 µM), for the others: at the top dose activity, negative = inhibition, most hits filed as inhibitors; hit rate 0.17% among 330,000; AID 485367;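 further: potency means the concentration at half of the fitted maximal effect; 0% = uninhibited 1x PFK enzyme wells and -100% = no-enzyme wells; nearly all actives have a fitted effect of over 60% in size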
Target sequence (O15648 whole entry, looked up): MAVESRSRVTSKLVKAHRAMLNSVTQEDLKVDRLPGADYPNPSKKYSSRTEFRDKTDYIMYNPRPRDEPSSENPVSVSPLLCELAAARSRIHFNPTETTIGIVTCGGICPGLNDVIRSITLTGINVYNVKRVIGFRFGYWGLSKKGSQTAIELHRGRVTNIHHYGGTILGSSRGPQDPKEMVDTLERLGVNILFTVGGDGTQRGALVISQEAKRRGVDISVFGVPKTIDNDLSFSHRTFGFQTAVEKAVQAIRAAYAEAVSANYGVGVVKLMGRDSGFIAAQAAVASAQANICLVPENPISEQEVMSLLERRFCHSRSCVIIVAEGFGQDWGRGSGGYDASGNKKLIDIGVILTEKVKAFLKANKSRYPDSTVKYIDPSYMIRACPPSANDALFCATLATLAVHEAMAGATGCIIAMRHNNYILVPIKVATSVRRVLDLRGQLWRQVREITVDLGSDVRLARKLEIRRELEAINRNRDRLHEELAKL
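PFK 1.25 nM, F6P 0.5 mM, ATP 0.1 mM, 0.1 M TEA pH 8.0, 5 mM MgCl2, 0.01% Tween20, 0.1% BSA; 45 min RT. ADP-Glo readout. qHTS titration up to 57 uM; curves fitted, compounds curve-classed.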
FLuc counter: counter-screen for miR-21 project: firefly luciferase inhibitors or activators; purified FLuc, Km substrates, luminescence inhibition; Potency, µM (top dose mostly 57.5 µM), for inactives: at the highest dose activity change, negative = inhibition, actives largely listed as inhibitors; hit rate 6.9% among 360,000;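 further: potency means the concentration at half of the fitted maximal effect; plate controls were vehicle for no effect and reference inhibitor for full effect; nearly all actives have a fitted effect of over 55% in size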
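Biochemical qHTS of compounds, final roughly 60 µM downward over six points, against 10 nM purified firefly luciferase using Km concentrations of substrates (10 uM D-luciferin, 10 uM ATP) in Tris acetate pH 7.5 buffer; luminescence output.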
Coupling enz: inhibits coupling enzyme system, counter-screen for aldolase hits; coupling enzyme system counterscreen, AmpLite Red fluorescence; activity change, negative = inhibition, % at 58.2 µM, hits read low; hit rate 0.67% among 290,000; AID 2472; in the data active means activity change below about -30%; further: on the % scale 0 is the no-effect control and ±100 the full control effect
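Final compound at 57.5 uM, incubated 10 min at RT with coupling enzyme reagent (glyceraldehyde-3-phosphate), then 20 min with substrate and AmpLite Red detection. Fluorescence read at 525/598 nm; tests interference with the coupling assay, not aldolase inhibition.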
An asterisk follows results filed as active; ? = inconclusive; / = no result given. Unless noted, the call rests on the fitted dose curve; in most records, active means well fitted curve in the direction sought with a large enough effect; inconclusive means small, poorly fitted or top-dose-only effect, or another doubt; inactive means no such curve, though single readings can be large; an effect the other way counts as inactive or inconclusive.

molecule,NPC1 prom act,uPA surface inh,Giardia kill,Gal4-VP16 FLuc,KCNH2 3.1 block,ELG1 genotox,Rab9 promoter act,RORgamma inh,Tb PFK inh,FLuc counter,Coupling enz
Cc1cc(C)n2nc(C(=O)NNC(=O)c3ccc(Cl)cc3)nc2n1,14%,10%,-1,14%,0,14%,12%,-1%,0%,-21%,-3
CC(=O)Oc1ccc(C(=O)Nc2nccs2)cc1,29%,?,-22,22%,5,22%,?,42%,-3%,11µM*,0
CCN(CC)S(=O)(=O)c1ccc(S(=O)(=O)NCc2cccs2)cc1,-1%,2%,-25,-16%,-6,-2%,0%,22%,-7%,4%,0
CCCCn1c(-c2cccs2)nc2oc3ccccc3c(=O)c2c1=O,0%,-7%,9,5%,-5,-5%,-7%,4%,-1%,-1%,5
CCc1cccc(NC(=O)COC(=O)/C=C/c2cccs2)c1,-4%,2%,12,/,7,2%,2%,/,-2%,-5%,/
O=C(Oc1ccc(Cl)c2cccnc12)N1CCOCC1,-2%,2%,-3,-3%,2,-3%,3%,-15%,3%,-2%,3
Cc1cccc2sc(NC(=O)C3=NN(c4ccccc4)C(=O)CC3)nc12,1%,7%,-6,-4%,-15,0%,-5%,-2%,0%,0%,2
CCOC(=O)CN1C(=O)COc2ccc(C(C)(C)C)cc21,2%,2%,10,-9%,0,-1%,6%,12%,-2%,10%,-4
CCCC(=O)NCc1ccc2c(c1)cc(C)n2C,0%,-4%,5,-6%,7,6%,6%,-6%,-5%,-8%,-19
Cc1nnc(SCC(=O)Nc2ccc(F)cc2)n(N)c1=O,1%,5%,-28,-3%,-14,1%,0%,40%,10%,7%,-1

Further structures
molecule,NPC1 prom act,uPA surface inh,Giardia kill,Gal4-VP16 FLuc,KCNH2 3.1 block,ELG1 genotox,Rab9 promoter act,RORgamma inh,Tb PFK inh,FLuc counter,Coupling enz
O=C1CC(=O)N(Cc2ccco2)C(=O)N1,0%,1%,-2,-1%,10,-2%,-2%,13%,24µM*,1%,0
Clc1ccc(-c2cn3cc(Br)ccc3n2)cc1Cl,4µM*,-6%,2,?,-18,0.82µM*,2.2µM*,?,-12%,0.21µM*,-6
C=C[C@@H]1c2cc(C)ccc2N(S(=O)(=O)c2ccc(C)cc2)[C@H](c2ccccc2C(F)(F)F)C1(C#N)C#N,-20%,-16%,23,/,9,-2%,-17%,/,6%,-7%,/
CC(=O)Nc1ccc(NC(=O)C(C)n2nc([N+](=O)[O-])c(Br)c2C)cc1 (stereo unspecified),2%,4%,-3,0%,11,0%,-4%,1%,1%,-2%,/
O=C(CN1CCCCC1)NCC1(c2ccccc2)CCCC1,-1%,3%,-3,-2%,-9,4%,1%,20%,-6%,-6%,1
CC1CN(c2ccc(NS(=O)(=O)c3ccccc3)cc2C(=O)O)CC(C)O1 (stereo unspecified),-3%,5%,7,1%,2,1%,-4%,-1%,-3%,1%,0
CCOC(=O)C1CCN(S(=O)(=O)c2ccc3c(c2)CCN3C(=O)C2CCC2)CC1,0%,0%,-25,-3%,-4,-7%,-4%,-2%,-2%,3%,/
C/C(Cn1cnc([N+](=O)[O-])n1)=N\NC(=O)c1ccncc1,1%,9%,-25,0%,-4,1%,-4%,-9%,-3%,-3%,-4
CC1=C([N+](=O)[O-])C(c2ccccc2C(F)(F)F)NC(=O)N1C (stereo unspecified),-1%,-2%,7,-8%,1,1%,-3%,1%,-2%,-2%,1
O=C(CCC1CCCC1)NCCS(=O)(=O)N1CCN(c2ccc(F)cc2)CC1,3%,3%,-2,/,-16,-7%,0%,/,-2%,0%,/

Further records
molecule,NPC1 prom act,uPA surface inh,Giardia kill,Gal4-VP16 FLuc,KCNH2 3.1 block,ELG1 genotox,Rab9 promoter act,RORgamma inh,Tb PFK inh,FLuc counter,Coupling enz
O=C(COC(=O)c1ccc(F)c(S(=O)(=O)N2CCOCC2)c1)NCc1ccc(Cl)cc1,/,8%,2,/,2,1%,/,/,-1%,/,/
CCCC(=O)NCC(c1cccs1)S(=O)(=O)c1ccc(C)cc1 (stereo unspecified),-4%,-10%,-7,-10%,0,0%,-3%,10%,2%,1%,1
CCC1(c2ccccc2)C(=O)N(C(=O)OC(C)(C)C)N1C(=O)OC(C)(C)C (stereo unspecified),-1%,13%,4,/,26,4%,1%,/,9%,-2%,/
Cc1cc([N+](=O)[O-])cc([N+](=O)[O-])c1NCC(C)C,-3%,-4%,-4,3%,-14,-1%,-2%,-2%,0%,-11%,2
O=C(CN1C(=O)CSCC1=O)NCc1ccc(F)cc1,-4%,5%,11,-2%,5,0%,2%,0%,0%,?,3
Cc1ccc(/C=C/S(=O)(=O)NCC(=O)OCC(=O)Nc2c(F)cccc2F)cc1,-7%,?,-7,/,4,-2%,3%,/,2%,9%,/
O=C(CN1CCN(CC(=O)Nc2ccccc2C(F)(F)F)CC1)Nc1ccccc1F,-1%,1%,14,-5%,-4,9%,-12%,-17%,0%,0%,6
COc1ccc(/C=C/C(=O)c2cc(F)ccc2OC(=O)c2ccc(OC)c(OC)c2)cc1OC,-5%,-26%,-8,?,12,-20%,-2%,8.9µM*,-16%,-6%,-5
COc1cccc(OC)c1C(=O)OCC(=O)NCc1ccco1,1%,4%,-5,/,-4,2%,-3%,/,-1%,6%,/
Cc1oc(C)c(S(=O)(=O)NCc2cccs2)c1C(=O)O,-1%,-9%,-15,-3%,-14,3%,-1%,-1%,-1%,-1%,10

Going on with the list:
molecule,NPC1 prom act,uPA surface inh,Giardia kill,Gal4-VP16 FLuc,KCNH2 3.1 block,ELG1 genotox,Rab9 promoter act,RORgamma inh,Tb PFK inh,FLuc counter,Coupling enz
COc1ccccc1N1CCN(C(=O)Nc2cccc(Cl)c2)CC1,13%,/,-9,?,0,8%,1%,?,-3%,?,0
O=C(NCCC(=O)N1CCN(c2ncccn2)CC1)c1ccccc1Cl,1%,3%,-21,1%,-2,0%,2%,5%,2%,4%,2
COc1ccc(NC(=S)NC2CCCC2)c(OC)c1,-1%,6%,24,?,-11,0%,-2%,6.3µM*,-1%,2%,-1
CC(=O)Nc1ccc(C(=O)OC2CCCCC2=O)cc1 (stereo unspecified),-1%,-2%,15,22%,-2,8%,-1%,31%,0%,0%,-2
CCOC(=O)c1ccccc1NC1c2ccccc2C(=O)N1c1ccc(C)cn1 (stereo unspecified),?,-27%,-9,?,-24,?,?,12%,0%,?,-2
O=S(=O)(NCC(c1ccc2c(c1)OCO2)N1CCOCC1)c1ccccc1 (stereo unspecified),0%,-6%,-16,/,-4,-2%,-5%,/,0%,-2%,/
Cc1nnc(C)n1/N=C/c1ccc(-c2ccccc2Cl)o1,-2%,/,13,1%,4,23µM*,1%,-9%,2%,-13%,9
CN(C)S(=O)(=O)c1ccc(C(=O)NCC2(N3CCOCC3)CCCCC2)cc1,-6%,1%,4,/,9,-2%,1%,/,-3%,/,/
CCN(CC)S(=O)(=O)c1ccc(N2CCCC2)c(NS(=O)(=O)c2ccc([N+](=O)[O-])cc2)c1,2%,1%,4,-3%,-2,2%,-2%,42%,-5%,-3%,-2
CC1(C)SC2c3ccccc3C(=O)N2[C@@H]1C(=O)NCCCN1CCOCC1 (stereo partly specified),0%,1%,16,8%,13,3%,0%,38%,3%,2%,1

(next part)
molecule,NPC1 prom act,uPA surface inh,Giardia kill,Gal4-VP16 FLuc,KCNH2 3.1 block,ELG1 genotox,Rab9 promoter act,RORgamma inh,Tb PFK inh,FLuc counter,Coupling enz
CC(C)(O[C@@H]1O[C@H](CO)[C@@H](O)[C@H](O)[C@H]1O)[C@@H]1CC=C(C(=O)O)CC1,0%,-18%,-5,/,-1,4%,-1%,/,9%,-1%,/
Nn1c(COc2ccccc2)nc2ccccc2c1=O,?,-3%,29,3%,4,11%,29%,23%,5%,?,4
COC(=O)c1cc(=O)n(Cc2ccc3c(c2)OCO3)c(=Nc2ccc(F)cc2)s1,-6%,?,-18,-27%,-10,-10%,-1%,?,2%,1%,0
Cc1cccc(NC(=O)CCS(=O)(=O)c2cc3c(cc2Cl)NC(=O)CO3)c1,-5%,2%,3,-2%,-49,-1%,0%,10%,0%,-1%,/
COc1ccc(C2N(c3ccccc3)CCN2c2ccccc2)cc1O,-7%,-2%,0,11%,-17,2%,0%,1%,-17%,-1%,-4
C=CCNC(=O)c1onc(CSc2ccc(C(C)C)cc2)c1C(=O)O,-3%,6%,12,?,5,-6%,4%,?,-5%,?,15
